# RT RNaseH block = blocks HIV-1 RNase H cleavage of RNA/DNA duplex. 1.9% of 65,000 active. P04585. inhibition, % at 10 µM. RT-RNase H RNA/DNA duplex cleavage, fluorescence; in the data active = inhibition above about 50%
# RmlC RmlD mix = inhibitors of RmlC and RmlD coupled enzymes | AID 1532 | 0.39% of 110,000 active | inhibition, % at 5.5 µM | RmlC/RmlD coupled enzyme inhibition, 384-well mixture HTS; in the data active = inhibition above about 30%, passing the limit was not always enough; note: strong numbers were not always called active
# Numbers without * were called inactive; x = no result given. Only part of the results is shown. The share of hits here may be higher or lower than overall.
SMILES,RT RNaseH block,RmlC RmlD mix
CCOC(=O)c1cc2occc2n1CC(=O)NCCOC,x,11.5
CCOc1cc(CNCCc2ccc(S(N)(=O)=O)cc2)cc(Cl)c1OCc1ccccc1,x,-4.3
CCc1ccccc1NC(=O)CN(c1cccc(OC)c1)S(C)(=O)=O,-7.9,-12.0
C=CCn1c(Cc2c(C)[nH]c3ccccc23)nnc1SCC(=O)NCc1ccc(F)cc1,x,-135.9
COc1ccc(C2C(C(=O)Nc3ccccc3OC)=C(C)Nc3ncnn32)cc1 (stereo unspecified),-5.1,7.5
CCCCN1Cc2cc(C(=O)c3cc(OC)ccc3O)cnc2NC1=O,x,5.3
O=c1[nH]n(-c2ccccc2)c(=O)c2ccccc12,3.2,x
COc1ccc2cc(C3(C)NC(=O)N(CC(=O)NCCC4=CCCCC4)C3=O)ccc2c1 (stereo unspecified),x,9.1
O=C(CN1C(=O)C2CC=CCC2C1=O)Nc1ccc(S(=O)(=O)NC2=NCCCCC2)cc1 (stereo unspecified),-7.5,-16.9
CC(=O)Oc1ccc2c(C)c(CC(C)O)c(=O)oc2c1 (stereo unspecified),-22.8,100.0*
CCOc1ccc(N(CC(=O)NC2CCCCCC2)S(=O)(=O)c2c(C)[nH]c(=O)[nH]c2=O)cc1,x,12.1
Cc1cccc(NC(=O)CSCc2c(C)noc2C)c1C,-6.2,-10.1
O=C(Nc1ccc(F)cc1)N(Cc1ccco1)Cc1cc2cc3c(cc2[nH]c1=O)OCO3,-3.1,-7.4
CN(c1ccc(C(=O)O)cc1)S(=O)(=O)c1ccccc1,1.6,x
Cc1ccc(S(=O)(=O)/N=C(\N)Nc2nc(C)c3ccc(C)cc3n2)cc1,x,7.6
O=c1[nH]nc(CNc2ccc(O)cc2)c2ccccc12,x,-3.0
CCOC(=O)C1CCN(S(=O)(=O)c2cccc(-c3cn4ccccc4n3)c2)CC1,7.9,4.7
CCc1ccc(C2CC(c3cccc(OC)c3)n3nc(N)nc3N2)cc1 (stereo unspecified),0.4,-7.9
C=CCNC(=O)C12CC3CC(C1)CC(C(=O)NCC=C)(C3)C2,-2.0,4.2
Cc1cccc(C)c1NC1=NCCCS1,-2.6,2.6

# In the list so far, these contain sulfur.
SMILES,RT RNaseH block,RmlC RmlD mix
CCOc1cc(CNCCc2ccc(S(N)(=O)=O)cc2)cc(Cl)c1OCc1ccccc1,x,-4.3
CCc1ccccc1NC(=O)CN(c1cccc(OC)c1)S(C)(=O)=O,-7.9,-12.0
C=CCn1c(Cc2c(C)[nH]c3ccccc23)nnc1SCC(=O)NCc1ccc(F)cc1,x,-135.9
O=C(CN1C(=O)C2CC=CCC2C1=O)Nc1ccc(S(=O)(=O)NC2=NCCCCC2)cc1 (stereo unspecified),-7.5,-16.9
CCOc1ccc(N(CC(=O)NC2CCCCCC2)S(=O)(=O)c2c(C)[nH]c(=O)[nH]c2=O)cc1,x,12.1
Cc1cccc(NC(=O)CSCc2c(C)noc2C)c1C,-6.2,-10.1
CN(c1ccc(C(=O)O)cc1)S(=O)(=O)c1ccccc1,1.6,x
Cc1ccc(S(=O)(=O)/N=C(\N)Nc2nc(C)c3ccc(C)cc3n2)cc1,x,7.6
CCOC(=O)C1CCN(S(=O)(=O)c2cccc(-c3cn4ccccc4n3)c2)CC1,7.9,4.7
Cc1cccc(C)c1NC1=NCCCS1,-2.6,2.6

# Remaining list, next part:
SMILES,RT RNaseH block,RmlC RmlD mix
CCC(C)(C)n1nnnc1CN1CCC(NC(=O)c2ccc(Br)cc2)CC1,x,-2.8
CS(=O)(=O)N1N=C(c2ccc(Br)cc2)CC1c1cccs1 (stereo unspecified),x,10.7
O=C(O)c1ccc2c(c1)C(=O)N(C(Cc1ccccc1)C(=O)O)C2=O (stereo unspecified),-7.0,7.7
Cn1cc(C(=O)c2ccccc2)cc1-c1nc2ccccc2n1C,-8.9,11.6
N#CCCN(CCC#N)c1nncs1,-3.3,10.8
Cc1cc(C)c(C#N)c(SCCS(=O)(=O)c2ccc(C(C)(C)C)cc2)n1,x,-87.9
CCCCN1CCc2c1nc1ccc(Br)cc1c2N,x,2.2
CCC(=O)Nc1ccc(N2CCCCC2)c(C(=O)Nc2ccccc2C)c1,x,-1.9
Oc1ccc(Br)cc1-c1cc(-c2ccc(Cl)cc2)n[nH]1,x,8.1
Cc1ccc(-c2csc3nc4cc(C(=O)NC5CCC(O)CC5)ccc4c(=O)n23)cc1 (stereo unspecified),x,29.4
COc1ccc(C(=O)OC(C(=O)c2ccccc2)c2ccccc2)cc1 (stereo unspecified),x,0.5
COc1ccc(NC(=O)CN2C(=O)C(C)Oc3ccccc32)cc1 (stereo unspecified),-6.6,0.3
Cc1ccc(S(=O)(=O)n2cnc3cc([N+](=O)[O-])ccc32)cc1C,x,11.8
COc1ccc(NC(=O)CSc2nnc(-c3ccccc3)n2Cc2ccco2)c(OC)c1,-9.6,-14.5
CCC(=NCc1ccco1)c1c(O)n(-c2ccc(C)cc2)c(=O)[nH]c1=O,x,-6.9
CC(O)[C@H]1CNC(=O)C(=O)N1CC1CCCCC1 (stereo partly specified),x,8.2
Cc1noc(C)c1S(=O)(=O)N1CCC(C(=O)N2CCN(C3CCCC3)CC2)CC1,-6.0,x
COC(=O)c1ccc(COC(=O)c2ccc(N(C)C)cc2)cc1,-17.0,10.2
O=C(NC1(C(F)(F)F)NC(=O)N(Cc2cccnc2)C1=O)c1ccc(F)cc1 (stereo unspecified),x,-11.7
COC(=O)c1nn(-c2ccccc2)c(Sc2ccc(OC)cc2)c1/C=N/O,x,7.6
CCCn1c(=NC(C)=O)c(C#N)cc2c(=O)n3cccc(C)c3nc21,-10.8,x
COc1ccc(N(CC(=O)N2CCC(C)CC2)S(=O)(=O)c2c(C)nn(C)c2C)cc1,-12.2,-4.4
O=C(Nc1ccc(S(=O)(=O)N2CCCC2)cc1Cl)C1=COCCO1,-13.2,-11.6
Cc1cccc(C)c1OCc1nnc(SCC(=O)Nc2nccs2)n1-c1ccccc1,25.0,-38.8
CC(NC(=O)Cn1c(NCCO)nc2ccccc21)c1ccccc1 (stereo unspecified),x,5.0
COc1ccnc(N=CNOCc2cccc(Cl)c2Cl)c1C#N,x,14.6
O=C(NCC1CCCO1)C1CCCN(Cc2cnn(-c3ccccc3)c2-n2cccc2)C1 (stereo unspecified),-18.8,4.8
CC(=O)N1CCN(C(C)=O)C1c1ccccc1,-1.9,5.4
CNC(=O)CSc1nc2c(c(=O)n(C)c(=O)n2C)n1Cc1ccc(C)cc1,-5.1,-10.6
Cc1cc(C)c(C#N)c(SCC(=O)c2cc(C)n(CCc3ccccc3)c2C)n1,x,-11.4
CC(COc1ccccc1Cc1ccccc1)N1CCCCC1 (stereo unspecified),x,-10.5
O=C(NCc1ccco1)C1CCN(C(=O)c2cc3sccc3n2Cc2ccc(Cl)cc2)CC1,0.2,-23.0
CCOC(=O)Cc1nnc(NC(=O)c2cccc(OCC)c2)s1,1.6,-7.8
CCCCOC(=O)Nc1nnc(CCc2ccccc2)s1,x,-12.0
Cc1oc(/N=C/c2ccc(Cl)cc2)c(C#N)c1C,-8.3,8.0
COCCCN1C(=O)C(=O)/C(=C(/O)c2ccc(OC)cc2C)C1c1cccnc1 (stereo unspecified),-18.2,14.0
COCCOC(=O)C1=C(N)Oc2c(oc(CO)cc2=O)C1c1ccccc1F (stereo unspecified),x,-42.6
COc1cccc(C(=O)Nc2ccc3nc(N4CCOCC4)cc(C)c3c2)c1,-3.9,-5.2
CN(CC(=O)NCCN1CCCCCC1)S(=O)(=O)c1cccc2nsnc12,-9.1,3.9
Cc1cc(Br)ccc1SCC(=O)OCC(=O)N1CCN(C(=O)c2ccco2)CC1,-2.3,x
CCN(CC)S(=O)(=O)c1ccc(NC(=O)COC(=O)c2ccc(-n3nc(C)cc3C)cc2)cc1,x,5.3
C#CCOCCOCCOCCNc1nc(N2CCN(C(=O)[C@H]([C@@H](C)O)n3cc(CCCCN)nn3)CC2)nc(N2CCN(C(=O)[C@H](Cc3ccc(O)cc3)n3cc(CCO)nn3)CC2)n1,x,-3.5
O=C(Nc1ccccc1)c1nnn(Cc2ccccc2)c1NC(=O)C(F)(F)F,x,-133.5
Cc1c(NC(=S)NC(=O)Cc2ccccc2)cccc1C(=O)O,x,10.5
CSc1ncc(C(=O)O)c(C)n1,x,-18.1
Cc1cc(C)nc(Sc2ccc(/C=C(\C#N)C(=O)Nc3ccccc3)o2)n1,x,4.5
O=C(CSc1nnnn1C1CCCC1)Nc1ccc2c(c1)OCO2,-12.7,-27.1
CCCSc1nc(SCC(=O)NCc2ccccc2)c2c3c(sc2n1)COC(C)(CC)C3 (stereo unspecified),x,54.9
COc1cccc(NC(=O)CN2CCN(c3ccccc3F)CC2)c1,-1.9,9.7
CS(=O)(=O)N1CCc2cc(S(=O)(=O)Nc3ccc4oc5c(c4c3)CCCC5)ccc21,-29.7,-1.0
COC(=O)c1ccc(Cl)c(NC(=O)c2ccc(-c3ccccc3)cc2)c1,x,10.3
CC(=O)C1=C(C)NC(SCC(N)=O)=C(C#N)C1c1cccnc1 (stereo unspecified),61.5*,23.1
Cc1cc(C)c(NC(=O)C(C)Sc2nc3ccc(N4C(=O)c5ccccc5C4=O)cc3s2)c(C)c1 (stereo unspecified),x,-9.6
COc1ccc(CC(=O)Nc2c3c(nn2-c2ccccc2C)CS(=O)C3)cc1 (stereo unspecified),1.0,-6.5
CCCC(C)C1C(C#N)=C(N)Oc2c1c(=O)oc1ccccc21 (stereo unspecified),-7.2,-1.5
COc1ccc(C2NC(=S)NC3=C2CCc2cc(OC)ccc23)cc1 (stereo unspecified),x,-12.3
CCCC(C)NS(=O)(=O)c1ccccc1 (stereo unspecified),-16.5,-14.1
C/C(=N/n1cnnc1)c1cccnc1,-14.5,7.9
COc1cc2nc(SCc3ccc(Cl)cc3Cl)n(Cc3cccs3)c(=N)c2cc1OC,x,0.8
CCOC(=O)c1oc2nc3c(cc2c1N)COC(C)(C)C3,-11.0,17.3

# The list goes on; the last two above are carried over.
SMILES,RT RNaseH block,RmlC RmlD mix
COc1cc2nc(SCc3ccc(Cl)cc3Cl)n(Cc3cccs3)c(=N)c2cc1OC,x,0.8
CCOC(=O)c1oc2nc3c(cc2c1N)COC(C)(C)C3,-11.0,17.3
CC1(C)CC(=O)C=C(OC(=O)c2ccc(Cl)cc2)C1,x,15.9
Cn1cnnc1SCC(=O)Nc1ccc2nc(SCc3cccc4ccccc34)sc2c1,x,4.6
COC(=O)c1cc(NC2c3ccccc3C(=O)N2CCN2CCOCC2)cc(C(=O)OC)c1 (stereo unspecified),-5.7,11.0
CC(NC(=O)CSc1nc2ccccc2c(=O)[nH]1)c1ccccc1 (stereo unspecified),-13.0,x
Cc1cccc(N2CCN(C(=O)c3cn(C)c(=O)c4c3c3ccccc3n4C)CC2)c1C,-6.5,x
COc1cc(OC)cc(-n2nnnc2SCC(=O)N2CCCC2)c1,-15.3,-14.5
O=C(C1=C(O)C(=O)N(CCN2CCOCC2)C1c1cccnc1)c1cc2ccccc2o1 (stereo unspecified),1.0,9.7
COCc1[nH]nc2c1C1(CCC3(CC1)OCCO3)C(C#N)=C(N)O2,0.7,20.1
Cc1c(N=CN2CCOCC2)c(=O)n(C)c(=O)n1C,-1.2,3.4
CCn1c(SCC(=O)O)nnc1-c1cc2c(C)nn(-c3ccccc3)c2s1,4.9,-10.7
CCOC(=O)c1c(N)sc(C(=O)N2CCCC(C(N)=O)C2)c1C (stereo unspecified),-9.1,6.7
Cc1ccc(C2(C(F)(F)F)NC(=O)N3C(=C2C#N)Nc2ccccc23)cc1 (stereo unspecified),x,-11.3
O=C(Nc1ccc(F)cc1)NC1(C(=O)NCc2ccco2)CCCCC1,-15.6,-13.4
Cc1nn(Cc2ccccc2Cl)c2sc(C(=O)NCCCn3ccnc3)cc12,-20.3,-25.9
CCOC(=O)CC(=O)Nc1cc(Cl)ccc1O,-7.9,6.0
CCN(CC)CCNC(=O)c1c(O)c2c([nH]c1=O)CCCC2,-3.5,-9.5
N#CC1=C(N)Oc2n[nH]c(-c3ccc(F)cc3)c2C1c1cccnc1 (stereo unspecified),-19.2,x
CCC1(C(=O)OC)NC(c2ccco2)C2C(=O)N(c3ccc(C)cc3)C(=O)C21 (stereo unspecified),5.4,20.3
CCO[C@@H]1OC(C(=O)N2CCN(C)CC2)=C[C@H](C2CCCCC2)[C@H]1CCCO,x,-10.6
CN(C)S(=O)(=O)N1CCC(C(=O)O)(c2ccccc2)CC1,-14.2,2.9
CCCCC1CCC(c2nc(-c3ccccn3)no2)CC1 (stereo unspecified),-6.6,5.1
O=C(NCCCN1CCN(C2CCCCC2)CC1)Nc1ccccc1C(F)(F)F,-9.2,-12.9
O=S(=O)(c1cccc(-c2nnc(SCc3ccc(Cl)cc3)o2)c1)N1CCCCC1,-1.2,6.7
CCS(=O)(=O)N1CCN(C(=O)c2cccs2)CC1,-1.1,4.1
COc1ccc2nc(NC(=O)C(NS(=O)(=O)c3cccs3)C(C)C)sc2c1 (stereo unspecified),-3.5,6.4
Cc1cc2cc(CNS(=O)(=O)c3ccc4ccccc4c3)ccc2n1C,x,9.6
CSc1nnc(-c2cc3ccccc3cc2O)n1C,6.0,-2.2
Nn1c(CSc2nc3ccccc3o2)nnc1CSc1nc2ccccc2o1,-40.6,4.0
Cc1cc(C)n(C(=O)Cc2cn3ccsc3n2)n1,-13.2,-5.5
O=C1N[C@@H](Cc2cn(S(=O)(=O)c3ccc(F)cc3)c3ccccc23)C(=O)N[C@H]1Cc1ccccc1,x,-15.2
CCOC(=O)CSC1=C(C#N)C(c2ccc(F)cc2)C(C(C)=O)=C(C)N1 (stereo unspecified),73.0*,-12.4
Brc1ccc2c(c1)C(c1cccs1)=NNC(c1cccnc1)=N2,x,-5.2
COc1cc(C(=O)NCCC(=O)NCCN2CCCCCC2)cc(OC)c1OC,3.3,6.7
COc1ccc(C(C(O)C(=O)c2c[nH]c3ccccc23)N2CCN(c3ccc(OC)cc3)CC2)cc1 (stereo unspecified),8.6,-3.4
COc1ccc(S(=O)(=O)N2CCN(C(=O)c3cccs3)CC2)cc1,-3.1,4.5
COc1ccccc1NC(=O)c1oc2ccccc2c1NC(=O)c1ccco1,23.7,-0.3
NC1=NC2(CCCCC2)n2c(nc3ccccc32)N1,-15.5,-10.7
O=C(CSc1nc2ccc([N+](=O)[O-])cc2[nH]1)NC1CCCCC1,x,-5.8
